Compound activity (PubChem)
GLD-1 RNA inh – GLD-1/TGE RNA complex disruptors, primary screen, biochemical, fluorescence polarization. Female germline-specific tumor suppressor gld-1 (Caenorhabditis elegans), Q17339. purified GLD-1 + fluorescein TGE RNA. inhibition, % at 5.96 µM. 320,000 tested, 0.44% active. AID 2280, 2010;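 active = percent inhibition above a per-plate cutoff, the plate mean of test compounds plus 3 SD, cut at about 30% in these data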;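 also: 0% = DMSO wells with GLD-1 and probe and 100% = wells lacking GLD-1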
MEX-5 binding – MEX-5 zinc finger RNA-binding disruptors – biochemical, C. elegans, fluorescence polarization, MLPCN library, primary screen | Zinc finger protein mex-5 (Caenorhabditis elegans), Q9XUB2 | MEX-5/FITC-TCR2 RNA binding; active compounds read low | activity score (negative = inhibition of binding), % at 10 µM | 300,000 tested, 0.38% active | AID 1832, 2009;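 active = inhibition past about -25% in most replicates, and total fluorescence under double the plate's negative control median, limit read from the data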;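 also: 0% = DMSO and -100% = 5 µM competing unlabeled TCR2 RNA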
Target sequence (Q9XUB2 whole entry, looked up): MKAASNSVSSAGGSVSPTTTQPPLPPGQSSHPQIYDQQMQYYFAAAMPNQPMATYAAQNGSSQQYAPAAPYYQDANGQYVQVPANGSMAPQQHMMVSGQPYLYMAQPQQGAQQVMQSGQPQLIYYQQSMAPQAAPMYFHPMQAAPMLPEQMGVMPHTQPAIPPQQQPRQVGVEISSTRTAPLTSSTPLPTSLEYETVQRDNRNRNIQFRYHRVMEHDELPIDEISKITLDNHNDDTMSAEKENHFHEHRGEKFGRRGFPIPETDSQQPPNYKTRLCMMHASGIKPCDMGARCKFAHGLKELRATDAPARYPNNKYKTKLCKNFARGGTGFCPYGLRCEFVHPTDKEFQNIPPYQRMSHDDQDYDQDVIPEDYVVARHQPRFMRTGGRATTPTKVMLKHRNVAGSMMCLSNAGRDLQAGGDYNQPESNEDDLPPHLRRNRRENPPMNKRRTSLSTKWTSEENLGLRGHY
MCL1 BIM primary – inhibitors of MCL1 binding to BIM-BH3, primary screen, biochemical, fluorescence polarization; inhibition, % at 10.9 µM; GST-MCL1 / FITC-Bim-BH3 fluorescence polarization; 320,000 tested, 0.68% active; Induced myeloid leukemia cell differentiation protein Mcl-1 (Homo sapiens), Q07820;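 active = inhibition above the mean inhibition of all tested compounds plus 3 SD, set per campaign, cut at about 40% in these data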;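 also: 0% = DMSO wells and 100% = unlabeled Bim-BH3 peptide control; higher means more loss of mP so more displacement of Bim peptide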
Target sequence (Q07820 whole entry, looked up): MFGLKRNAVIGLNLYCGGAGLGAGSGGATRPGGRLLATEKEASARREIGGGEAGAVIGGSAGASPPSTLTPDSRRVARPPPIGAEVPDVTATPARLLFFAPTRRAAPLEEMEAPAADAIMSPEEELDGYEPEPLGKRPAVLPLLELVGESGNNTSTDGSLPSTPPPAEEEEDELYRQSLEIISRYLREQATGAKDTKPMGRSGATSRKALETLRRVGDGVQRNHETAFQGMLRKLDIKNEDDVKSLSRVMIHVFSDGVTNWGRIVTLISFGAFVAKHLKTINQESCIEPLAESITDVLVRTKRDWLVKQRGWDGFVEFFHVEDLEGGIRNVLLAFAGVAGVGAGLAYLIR
PAFAH1B2 FP inh – PAFAH1B2 enzyme inhibitors, primary screen, biochemical, fluorescence polarization, human; recombinant PAFAH1B2, FP-rhodamine activity probe; Platelet-activating factor acetylhydrolase IB subunit alpha2 (Homo sapiens), P68402; inhibition, % at 3.39 µM; 340,000 tested, 1.2% active; AID 492953, 2010;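 active = inhibition above the mean of all tested compounds plus 3 SD, cut at about 24% in these data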;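 also: 0% = enzyme with DMSO and 100% = wells lacking PAFAH1B2; many of its hits are not listed in these tables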
Fam108B inh – mouse Fam108B serine hydrolase inhibitors, primary screen, counter-screen for RBBP9 inhibitor project, biochemical, fluorescence polarization. recombinant Fam108B, FP-Rh probe fluorescence polarization. inhibition, % at 9.51 µM. 300,000 tested, 0.33% active. AID 1947, 2009;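 active = inhibition above the screen mean inhibition plus 3 SD, computed separately per campaign, cut at about 18% in these data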;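 also: inhibitors lower polarization as less probe binds the enzyme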
PME-1 inh – PME-1 inhibitors via competitive probe labeling, primary screen, biochemical, fluorescence polarization, FP-Rh probe, HTS; Protein phosphatase methylesterase 1 (Homo sapiens), Q9Y570; recombinant PME-1; inhibition, % at 5.9 µM; 320,000 tested, 0.53% active; AID 2130, 2009;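 active = inhibition above the campaign mean of all compounds plus 3 SD, cut at about 26% in these data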;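 also: competitive labeling of PME-1 active site by serine hydrolase directed probe; 0% = PME-1 with DMSO and 100% = wells lacking PME-1 enzyme; inhibitors block probe labeling so polarization falls and inhibition rises; many of its hits are not listed in these tables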
pPAFAH FP inh – pPAFAH enzyme inhibitors, primary screen, biochemical, fluorescence polarization, human; inhibition, % at 3.39 µM; AID 463082, 2010; recombinant pPAFAH, FP-rhodamine probe fluorescence polarization; 330,000 tested, 1.5% active; Platelet-activating factor acetylhydrolase (Homo sapiens), Q13093;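 active = inhibition above the mean inhibition across the screen plus 3 SD, cut at about 25% in these data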;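 also: inhibitors block binding of the rhodamine activity-based probe so polarization drops; 0% = enzyme with DMSO and 100% = wells lacking pPAFAH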
AHR activator – AHR activators, primary screen, cell-based, luminescence, luciferase reporter, human | Aryl hydrocarbon receptor (Homo sapiens), P35869 | activation, % at 5 µM | AID 2796, 2010 | AHR-responsive luciferase reporter cells | 320,000 tested, 2.5% active; in the data active = activation above about 47%;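 also: 0% = vehicle wells and 100% = reference agonist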
Bcl-xL primary – inhibitors of human Bcl-xL, primary screen, biochemical, fluorescence polarization, HTS | Bcl-2-like protein 1 (Homo sapiens), Q07817 | GST-Bcl-xL / FITC-Bim BH3 peptide fluorescence polarization | inhibition, % at 10.9 µM | 320,000 tested, 0.7% active;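 active = inhibition above the mean of all tested compounds plus 3 SD, cutoff set per campaign, cut at about 30% in these data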;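 also: 0% = DMSO wells and 100% = unlabeled Bim-BH3 peptide competitor; inhibitors lower millipolarization by displacing the labeled peptide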
Target sequence (Q07817 whole entry, looked up): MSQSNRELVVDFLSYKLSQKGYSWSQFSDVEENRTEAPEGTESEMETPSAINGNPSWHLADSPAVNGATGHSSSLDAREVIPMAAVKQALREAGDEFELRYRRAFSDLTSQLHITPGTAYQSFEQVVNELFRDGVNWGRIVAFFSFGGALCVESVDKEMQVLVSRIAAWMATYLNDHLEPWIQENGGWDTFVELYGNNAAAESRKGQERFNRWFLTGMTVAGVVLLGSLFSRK
The depositor's hits bear a star; · = no result given.

SMILES	GLD-1 RNA inh	MEX-5 binding	MCL1 BIM primary	PAFAH1B2 FP inh	Fam108B inh	PME-1 inh	pPAFAH FP inh	AHR activator	Bcl-xL primary
O=C1CCN(C(=S)NCCc2ccccc2)CC1	2	-0.6	10	2	1	-2	7	2	3
O=C(NC(c1ccccc1)c1ccccc1)C1CCCC1	4	-2.6	1	3	-1	4	2	0	1
Cc1csc(SCc2nnc(-c3ccc(Cl)cc3)o2)n1	10	0.7	4	0	4	0	8	8	6
C=CCn1c(SCC#N)nc2sc(CC)cc2c1=O	9	0.3	-3	0	-4	-2	4	1	-1
Cc1ccc(-n2[nH]c(=O)c(-c3ccccn3)c2C)cc1	-4	-0.8	2	3	0	-1	-5	26	2
COc1cc(-c2nc3n(n2)C(c2ccc(F)cc2)C2=C(CCCC2=O)N3)cc(OC)c1OC (configuration not stated)	-4	0.3	-2	4	-6	0	6	82*	3
COc1ccccc1C(=O)OCC(=O)NCCNC(=O)COC(=O)c1ccccc1OC	-7	1.0	-7	-4	0	-4	0	-7	2
CNC(=O)c1ccccc1NC(=O)c1cccc(S(=O)(=O)N2CCCCC2)c1	7	-1.7	0	-2	0	1	4	2	4
O=C(NNC(=O)c1ccc[nH]1)Nc1cc(Cl)cc(Cl)c1	3	-1.4	1	·	0	-3	-2	9	4
CC(=O)NC(Cc1ccc(F)cc1)C(=O)O (configuration not stated)	5	0.6	2	1	3	0	-1	0	11
COc1ccc(Cn2nnc3c(=O)[nH]c(C4CCCN(C(=O)c5ccccc5)C4)nc32)cc1 (configuration not stated)	2	0.7	0	9	3	6	1	1	0
Cc1cc(C)n(CC(O)COc2ccccc2[N+](=O)[O-])n1 (configuration not stated)	4	1.6	1	-2	-4	-3	1	-3	1
COc1ccc(-n2nc(C(=O)NCC(=O)NCCN(C)C)c3ccccc3c2=O)cc1	3	-1.1	4	11	4	-2	2	0	3
Cc1cccc(OCC(=O)Nc2nnn(C)n2)c1C	4	3.1	1	5	1	5	7	-1	0
COc1ccc(CCNC(=O)C2CCCN(S(=O)(=O)c3ccc(F)cc3)C2)cc1OC (configuration not stated)	-2	-1.2	0	4	8	1	-4	2	0
CCOc1ccccc1C(=O)NCC(=O)NCC(c1ccco1)N1CCCCC1 (configuration not stated)	-6	0.9	-3	0	2	-4	-5	3	2
COc1ccccc1NC(c1cccnc1)c1ccc2cccnc2c1O (configuration not stated)	7	-0.1	18	7	12	12	7	12	13
COc1ccc(CCC(=O)NC2CCC(C)CC2)cc1 (configuration not stated)	-2	-2.8	4	6	-1	2	0	0	4
N=c1occ(C(=O)c2cc(F)ccc2O)cc1C(=O)NC1CCCCC1	8	1.7	9	8	-3	0	0	39	4
Nc1cc(=O)[nH]c(SCC(=O)Nc2ccc(Br)cc2)n1	1	1.1	-2	5	-4	1	0	3	-2

12 structures out of the list, sorted by count of non-hydrogen atoms, lowest first:
SMILES	GLD-1 RNA inh	MEX-5 binding	MCL1 BIM primary	PAFAH1B2 FP inh	Fam108B inh	PME-1 inh	pPAFAH FP inh	AHR activator	Bcl-xL primary
CC(=O)NC(Cc1ccc(F)cc1)C(=O)O (configuration not stated)	5	0.6	2	1	3	0	-1	0	11
O=C1CCN(C(=S)NCCc2ccccc2)CC1	2	-0.6	10	2	1	-2	7	2	3
C=CCn1c(SCC#N)nc2sc(CC)cc2c1=O	9	0.3	-3	0	-4	-2	4	1	-1
Cc1ccc(-n2[nH]c(=O)c(-c3ccccn3)c2C)cc1	-4	-0.8	2	3	0	-1	-5	26	2
O=C(NC(c1ccccc1)c1ccccc1)C1CCCC1	4	-2.6	1	3	-1	4	2	0	1
N=c1occ(C(=O)c2cc(F)ccc2O)cc1C(=O)NC1CCCCC1	8	1.7	9	8	-3	0	0	39	4
COc1ccccc1NC(c1cccnc1)c1ccc2cccnc2c1O (configuration not stated)	7	-0.1	18	7	12	12	7	12	13
CNC(=O)c1ccccc1NC(=O)c1cccc(S(=O)(=O)N2CCCCC2)c1	7	-1.7	0	-2	0	1	4	2	4
CCOc1ccccc1C(=O)NCC(=O)NCC(c1ccco1)N1CCCCC1 (configuration not stated)	-6	0.9	-3	0	2	-4	-5	3	2
COc1ccc(-n2nc(C(=O)NCC(=O)NCCN(C)C)c3ccccc3c2=O)cc1	3	-1.1	4	11	4	-2	2	0	3
COc1ccccc1C(=O)OCC(=O)NCCNC(=O)COC(=O)c1ccccc1OC	-7	1.0	-7	-4	0	-4	0	-7	2
COc1cc(-c2nc3n(n2)C(c2ccc(F)cc2)C2=C(CCCC2=O)N3)cc(OC)c1OC (configuration not stated)	-4	0.3	-2	4	-6	0	6	82*	3

The results go on:
SMILES	GLD-1 RNA inh	MEX-5 binding	MCL1 BIM primary	PAFAH1B2 FP inh	Fam108B inh	PME-1 inh	pPAFAH FP inh	AHR activator	Bcl-xL primary
COc1ccc(N2CC(C(=O)NCc3nnnn3-c3ccc(C)c(C)c3)CC2=O)cc1 (configuration not stated)	-2	1.7	0	-1	0	2	1	3	5
Cc1ccc(C)c(N2CCN(Cc3nnnn3C3CCCCC3)CC2)c1	-1	1.6	1	2	0	1	11	5	3
CCc1ccc(NC(=O)c2cc(-c3ccc(OC)cc3)on2)cc1	-2	1.7	-5	3	-4	-2	-4	0	-2
O=C(NNC(=O)c1ccccc1Cl)c1ccc(-n2cncn2)c([N+](=O)[O-])c1	11	·	2	-1	·	-1	0	0	-2
CCOC(=O)C1C(=O)CC(C)(O)C(C(=O)OCC)C1c1ccc2c(c1)OCO2 (configuration not stated)	1	-1.3	-7	-4	-1	-3	11	1	1
NS(=O)(=O)c1cccc(NC(=O)CCCNC(=O)c2ccc(Cl)cc2)c1	0	1.5	11	-4	-1	-3	5	-1	10
Cc1cc(C)c(S(=O)(=O)Cc2ccc(Cl)cc2)c(=O)[nH]1	8	-10	2	7	-1	-2	6	-5	1
CCOC(=O)c1nc2sc3c(c2c(=O)n1C(C)C(=O)OCC)CCCC3 (configuration not stated)	2	1.8	6	5	-1	-2	1	1	5
Cc1cccc(C(=O)NCCNC(=O)c2cnccn2)c1	-6	-1.3	6	0	1	1	-5	3	3
Clc1nc(CN2CCCCC2)nc2sc3c(c12)CCCC3	5	1.6	8	3	2	-7	4	0	4
COC(=O)c1scc2c(=O)cc(C(F)(F)F)[nH]c12	29	-15	40	4	0	-1	0	1	35*
Cc1ccc(CNC(=O)CCCNC(=O)c2ccc(Cl)cc2)n1C	10	0.8	10	3	-1	8	7	-5	11
CC1=NN(C(=O)CSCc2ccccc2)C(O)(c2ccccc2)C1 (configuration not stated)	2	0.5	2	5	-2	-6	1	4	-1
OC(CN1CCCCC1)Cn1c(C(F)(F)F)nc2ccccc21 (configuration not stated)	6	-0.4	9	-3	4	1	1	-1	5
Cc1cc(C(=O)Nc2ccc([N+](=O)[O-])cn2)cs1	5	-0.7	2	3	3	-6	1	-2	2
COc1ccc(C(=O)OCc2c(-c3cccc(OC)c3)ncc3ccccc23)cc1	-3	·	2	-3	·	-6	1	2	0
COC(=O)c1cccnc1-n1c(=O)c2cccnc2n(Cc2ccc([N+](=O)[O-])cc2)c1=O	1	-0.5	7	0	-1	1	0	0	8
O=C(COC(=O)c1n[nH]c2ccccc12)Nc1ccc(S(=O)(=O)N2CCCC2)cc1	0	·	-4	-18	-37	-51	-14	11	3
C[C@@H]1C=C[C@](Cc2ccccc2)(C(=O)O)N1C(=O)c1ccccc1	-4	-0.6	2	2	-5	8	3	-3	3
CC1CCN(S(=O)(=O)c2ccc3c(c2)N(CC(=O)NCCCN2C(C)CCCC2C)C(=O)CO3)CC1 (configuration not stated)	-8	1.5	9	-1	0	0	-4	-1	8
COc1cc2ccccc2cc1C(=O)N1CCN(c2ccccn2)CC1	-2	-3.1	0	1	-1	5	-2	1	0
NS(=O)(=O)c1ccc(N/N=C2/CCCCC2C2CCCCC2)c([N+](=O)[O-])c1 (configuration not stated)	3	2.7	3	20	0	9	8	1	2
O=C(NCCSCc1ccccc1)c1ccc(Cl)c(S(=O)(=O)N2CCOCC2)c1	7	-1.7	1	2	-6	4	3	2	1
Cc1sc(NC(=O)C2=COCCO2)nc1-c1ccc(Cl)cc1	6	-2.3	-10	2	-5	1	2	65*	-4
COC(=O)Cn1c(CN2CCOCC2)nc2c1c(=O)[nH]c(=O)n2C	-5	2.6	-11	0	-5	-7	-7	2	-1
COc1ccc(S(=O)(=O)N2CCN(c3cc(-c4ccccc4)nc4ncnn34)CC2)cc1	4	1.8	-15	1	-6	2	-7	1	-5
CN1CC[n+]2cnc3ccccc3c21	-5	-0.5	-16	7	-2	-3	2	-3	-12
O=C1NCC(O)=C1C=NCCO	-1	2.1	-2	2	1	-1	2	2	-1
CCn1c(C)c(C)c2cc(C(=O)N3CCN(c4cccc(C)c4C)CC3)ccc21	3	2.8	-5	2	0	7	11	0	-2
CC1CCc2c(sc3nc(CSc4ncn[nH]4)[nH]c(=O)c23)C1 (configuration not stated)	2	1.1	-9	17	1	-4	3	-5	0
COc1cc(NC(=O)c2ccc(C(C)(C)C)cc2)c(OC)cc1NC(=O)CN1CCCCC1	7	-0.1	2	-1	7	1	1	16	7
COc1ccc(C(=O)Nc2cc(Cl)ccc2Cl)c(OC)n1	5	2.9	1	-2	-5	-3	-3	12	0
COc1ccc(C(=O)NC(=S)NNC(=O)c2cnccn2)cc1	-4	-3.5	2	1	0	0	4	3	-2
CC(C)(C)NC(=O)/C(=C/c1ccccc1F)NC(=O)c1ccc([N+](=O)[O-])cc1	0	-1.0	2	0	1	-4	4	0	6
CC(=O)c1ccc(OCC(C)C)c(CC(C(N)=O)C(N)=O)c1	-9	0.2	8	1	0	1	0	-1	-4
Cc1[nH][nH]c(=O)c1N=Nc1ccccc1Cl	1	0.0	-4	7	3	-3	4	-4	2
CC(Sc1nnc(-c2cccnc2)n1C)C(=O)N1CCOCC1 (configuration not stated)	5	-0.7	-23	1	-1	-5	0	2	-15

Record cards, from the list above. Screens in order: GLD-1 RNA inh | MEX-5 binding | MCL1 BIM primary | PAFAH1B2 FP inh | Fam108B inh | PME-1 inh | pPAFAH FP inh | AHR activator | Bcl-xL primary
Cc1ccc(-n2[nH]c(=O)c(-c3ccccn3)c2C)cc1 is listed with -4 | -0.8 | 2 | 3 | 0 | -1 | -5 | 26 | 2
O=C(NNC(=O)c1ccc[nH]1)Nc1cc(Cl)cc(Cl)c1 is listed with 3 | -1.4 | 1 | · | 0 | -3 | -2 | 9 | 4

An excerpt; count on the stated rates, not on these rows.
